Screening results from PubChem BioAssay.
RXFP1 agonist: qHTS Assay for Agonists of the Relaxin Receptor RXFP1. hit rate 0.3% among 370,000. Potency, µM (titrated, usually from 57.5 µM), inactives show top-dose activation, most hits filed as activators. Relaxin receptor 1 (Homo sapiens), Q9HBX9. HEK293T-RXFP1 cAMP TR-FRET, 30 min; response scale: percent of porcine relaxin response, buffer zero; note: potency is the fitted concentration of half-maximal effect; % is set by controls: 0 for no effect and ±100 for the full control effect; nearly all actives have a fitted effect of over 60% in size; many of its hits are not listed in these tables
Target sequence (Q9HBX9 whole entry, looked up): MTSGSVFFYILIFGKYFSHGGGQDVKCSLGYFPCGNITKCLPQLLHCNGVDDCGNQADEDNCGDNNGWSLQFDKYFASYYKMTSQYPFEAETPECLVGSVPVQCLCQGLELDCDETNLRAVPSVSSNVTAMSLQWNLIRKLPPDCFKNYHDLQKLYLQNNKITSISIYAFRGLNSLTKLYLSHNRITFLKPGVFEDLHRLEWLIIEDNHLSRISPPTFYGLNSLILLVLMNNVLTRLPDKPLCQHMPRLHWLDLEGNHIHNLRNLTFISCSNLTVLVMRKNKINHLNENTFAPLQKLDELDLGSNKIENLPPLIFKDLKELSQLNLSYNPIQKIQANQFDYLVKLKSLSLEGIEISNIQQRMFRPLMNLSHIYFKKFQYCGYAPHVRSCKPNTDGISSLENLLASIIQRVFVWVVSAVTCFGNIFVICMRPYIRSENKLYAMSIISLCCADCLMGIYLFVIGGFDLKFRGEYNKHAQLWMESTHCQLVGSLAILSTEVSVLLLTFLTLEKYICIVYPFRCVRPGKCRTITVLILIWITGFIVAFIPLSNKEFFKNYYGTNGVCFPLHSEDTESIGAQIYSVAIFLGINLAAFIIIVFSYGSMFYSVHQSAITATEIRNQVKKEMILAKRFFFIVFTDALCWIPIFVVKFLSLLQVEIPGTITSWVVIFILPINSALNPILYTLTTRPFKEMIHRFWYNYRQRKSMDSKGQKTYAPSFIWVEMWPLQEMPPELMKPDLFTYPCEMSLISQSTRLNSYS
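HEK293 cells stably expressing RXFP1, treated 30 min at 37C with compounds plus PDE4 inhibitor Ro 20174; cAMP measured by HTRF TR-FRET. Normalized to buffer and 29 nM porcine relaxin; EC50 by Hill fit.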
Anesthetic bind: qHTS Assay for Identification of Novel General Anesthetics | Ferritin light chain (Equus caballus), P02791 | apoferritin/1-aminoanthracene competitive binding, fluorescence | Potency, µM (series often up to 77.5 µM), for inactives: at the highest dose activity change, negative = displacement, most hits filed as inhibitors | hit rate 0.074% among 350,000; note: potency is the fitted concentration of half-maximal effect; % is set by controls: 0 for no effect and ±100 for the full control effect; nearly all actives have a fitted effect of over 20% in size
Target sequence (P02791 2-175 limits assumed): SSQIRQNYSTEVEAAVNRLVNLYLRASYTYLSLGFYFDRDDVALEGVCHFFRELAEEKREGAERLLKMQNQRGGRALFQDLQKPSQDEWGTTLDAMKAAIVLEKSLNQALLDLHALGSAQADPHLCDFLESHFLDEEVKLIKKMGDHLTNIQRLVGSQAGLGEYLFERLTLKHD
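Horse-spleen apoferritin (10 uM) was mixed with 50% saturated 1-aminoanthracene in PBS, exposed to compounds for 10 min at room temperature, and read for fluorescence (ex 380 nm, em 535 nm). Competitive displacement was fitted with a four-parameter Hill equation.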
D1 antagonist: Antagonist of Human D 1 Dopamine Receptor: qHTS; D(1A) dopamine receptor (Homo sapiens), P21728; HEK293 TREx D1 cells, calcium flux, dopamine EC80; hits give low values; activity change, negative = inhibition, % at 10 µM; hit rate 3.2% among 360,000; in the data active = activity change below about -30%; note: % is set by controls: 0 for no effect and ±100 for the full control effect
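Tetracycline-induced HEK293 T-REx cells with force-coupled D1 receptor were loaded with a no-wash calcium dye. Compound was added after a 10 s baseline and read kinetically for 180 s; EC80 dopamine was then added and calcium flux followed another 180 s.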
D1 agonist: Allosteric Agonists of the Human D1 Dopamine Receptor: qHTS; D(1A) dopamine receptor (Homo sapiens), P21728; HEK293 T-REx D1 cells, calcium flux, agonist mode; activation, % at 2 µM; hit rate 1% among 360,000; AID 504660, 2011; in the data active = activation above about 30%; note: 0% is about no effect
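Tetracycline-induced HEK293 TREx D1 cells, force-coupled to calcium signalling, were dye-loaded with a no-wash calcium kit. Compound was pin-added after a 10 s baseline. Fluorescence was read kinetically at 1 cycle/s for 180 s, with calcium rises flagged as agonism.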
D2 PAM: HTS Assay for Positive Allosteric Modulators of the Human D2 Dopamine Receptor: Primary Screen for Potentiators. D(2) dopamine receptor (Homo sapiens), P14416. HEK293 T-REx D2, calcium flux, EC20 dopamine potentiation. AID 485347, 2010. potentiation, % at 10 µM. hit rate 0.34% among 340,000;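 active = potentiation over 3 SD above the plate norm, cut at about 30% in these data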; note: 0% is about no effect
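Cells plated with tetracycline inducer and held overnight at 30 C; calcium dye loaded 30–90 min at room temperature; baseline taken, compound added and read 180 s; EC20 dopamine then added and read 180 s.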
D1 potentiator: Potentiators of Human D1 Dopamine Receptor: qHTS | D(1A) dopamine receptor (Homo sapiens), P21728 | hit rate 0.036% among 360,000 | AID 504651, 2011 | potentiation, % at 10 µM | HEK293 TREx D1 cells, calcium flux, dopamine EC20 potentiation; in the data active = potentiation above about 30%; note: 0% is about no effect
RXFP1 antagonist: qHTS Assay for Antagonists of the Relaxin Receptor RXFP1; activity change, negative = inhibition, % at 57.5 µM; hit rate 0.59% among 350,000; HEK293-RXFP1, relaxin-stimulated cAMP HTRF, 30 min; hits give low values; Relaxin receptor 1 (Homo sapiens), Q9HBX9; AID 1259400, 2018;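 active = activity change of -60% or lower, but not beyond a set lower limit; inconclusive = change between -60% and -40%, or beyond the set limit; inactive = change above -40%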; note: % is set by controls: 0 for no effect and ±100 for the full control effect
TRHR ag: qHTS for Small Molecule Agonists and Allosteric Enhancers of Human TRH Receptor: Primary Screen for Agonists; Thyrotropin-releasing hormone receptor (Homo sapiens), P34981; TRHR cells, calcium flux fluo-8, FDSS agonist mode; activation, % at 2 µM; hit rate 0.18% among 360,000; in the data active = activation above about 30%; note: 0% is about no effect
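Steps: seed TRHR cells overnight; add fluo-8 no-wash Ca dye, RT 30 min–1.5 h; record 10 s baseline; pin-transfer compounds; monitor fluorescence 1 cycle/s for the agonist window. Calcium increases flag candidate agonists.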
TRHR PAM: qHTS for Small Molecule Agonists and Allosteric Enhancers of Human TRH Receptor: Primary Screen for Enhancers | AID 493056, 2011 | enhancement, % at 2 µM | TRHR cells, fluo-8 calcium fluorescence, EC20 TRH enhancement | hit rate 0.66% among 360,000; in the data active = enhancement above about 30%; note: 0% is about no effect
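Enhancer read-out: after compound pinning and an initial kinetic agonist-mode read, an EC20 of TRH (10 nM final) was injected and fluo-8 calcium signal (Ex 480/Em 530) followed at 1 s/cycle for 100 cycles in TRHR-expressing cells.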
* = called active by the depositor; ? = inconclusive; nt = not tested or not shown; [ ] = dose if it differs, or a comment. Unless noted, calls come from the whole dose curve; as a rule, active = well fitted curve in the direction sought with a large enough effect; inconclusive = small, poorly fitted or top-dose-only effect, or another doubt; inactive = no such curve, though single readings can be large; an effect the other way counts as inactive or inconclusive.

SMILES | RXFP1 agonist | Anesthetic bind | D1 antagonist | D1 agonist | D2 PAM | D1 potentiator | RXFP1 antagonist | TRHR ag | TRHR PAM
Cc1noc2ncnc(N3CCCC(C(=O)Nc4cc(F)ccc4F)C3)c12 (stereo unspecified) | 1.0% | -4% | -24 | 15 | -10 | -3 | -20 | 0.1 | 11
CCCC(=O)n1nc(NCc2ccc(OC)cc2)nc1NCc1ccc(OC)cc1 | -0.4% | 50%[activator] | nt | 1 | 1 | 8 | -31 | 0.2 | 0
O=C(CCCn1c(=S)[nH]c2cc3c(cc2c1=O)OCO3)N1CCN(c2ccccc2)CC1 | 0.9% | -11% | 6 | 0 | 2 | 0 | -14 | -0.1 | -1
Clc1ccccc1Sc1cnc2ccccc2n1 | 29% | ? | 4 | 2 | 8 | -5 | 6 | -0.5 | 0
COc1ccccc1N(CC(=O)NC1CCCC1)C(=O)CCCC(=O)Nc1ccccn1 | -3.2% | -15% | 4 | 1 | nt | -4 | -1 | -1.5 | 7
Cc1c(Cl)cccc1NC(=O)CCCn1nc([N+](=O)[O-])cc1C | 0.8% | -8% | -9 | 2 | -3 | 2 | 3 | -0.2 | -3
Fc1ccccc1Cn1c2[n+](c3ccc(C(F)(F)F)cc31)CCCCC2 | 1.5% | -12% | -1 | 0 | -2 | -2 | 15 | 1.1 | -1
CC(c1nnc(SCC(=O)N2CC(=O)Nc3ccccc32)n1Cc1ccccc1)N(C)C (stereo unspecified) | 0.7% | -17% | -4 | 0 | -5 | -3 | -1 | 0.1 | 0
CN1C(=O)c2cccc3c(S(=O)(=O)N4CCCC4C(=O)O)ccc1c23 (stereo unspecified) | 9.7% | 178%[activator] | -38* | 3 | -20 | 14 | 10 | 0.7 | 16
Cc1ccc(S(=O)(=O)Nc2nc3n(n2)C(c2ccc(Cl)cc2)CC(=O)N3)cc1 (stereo unspecified) | 0.7% | -5% | 3 | 1 | nt | -2 | 4 | -0.2 | 6
COc1ccccc1-n1cnnc1SCC(=O)c1ccc[nH]1 | -1.9% | -12% | 10 | 3 | nt | -3 | -6 | -0.8 | 5
CCOC(=O)c1csc(NC(=O)CN2CCOCC2)n1 | -1.4% | -5% | -11 | 1 | 4 | -3 | 13 | 1.5 | 9
CCOCCCNCC(O)c1ccccc1 (stereo unspecified) | 0.3% | -11% | 3 | 1 | -18 | -6 | nt | 1.1 | 2
CCOc1ccc(CCNC(=O)COC(=O)c2cc(S(=O)(=O)N3CCOCC3)ccc2F)cc1OCC | -3.2% | -14% | 0 | 7 | -2 | 9 | -10 | -1.0 | 7
OCC1(CCc2ccccc2)CCN(C/C=C/c2ccccc2)CC1 | -1.7% | -2% | -8 | 22 | -28 | -4 | -5 | 1.4 | -1
C/C(=N\OC(=O)c1c(-c2c(F)cccc2Cl)noc1C)c1nccs1 | 3.3% | -17% | 9 | 6 | 21 | -1 | 4 | 1.2 | -5
COc1ccc(C2NC(C(=O)O)Cc3c2[nH]c2ccccc32)cc1OC (stereo unspecified) | 0.6% | -7% | -10 | 3 | -3 | -6 | 3 | 0.2 | 4
O=C1NCCCN1Cc1ccc(F)cc1Cl | -1.6% | -16% | 12 | 2 | 29 | 4 | 12 | -0.9 | 19
CN(C)CCCN(C(=O)CCc1ccccc1)c1nc2ccc(Cl)cc2s1 | -2.8% | -15% | -8 | 31* | -6 | -8 | ? | 6.6 | 4
O=C(O)c1ccc(N=Nc2c(O)[nH]c3ccccc23)cc1 | -0.7% | 6% | -25 | 4 | nt | -6 | -1 | -0.1 | 13

Four entries already listed, sorted by length of the SMILES, low to high:
SMILES | RXFP1 agonist | Anesthetic bind | D1 antagonist | D1 agonist | D2 PAM | D1 potentiator | RXFP1 antagonist | TRHR ag | TRHR PAM
COc1ccccc1-n1cnnc1SCC(=O)c1ccc[nH]1 | -1.9% | -12% | 10 | 3 | nt | -3 | -6 | -0.8 | 5
OCC1(CCc2ccccc2)CCN(C/C=C/c2ccccc2)CC1 | -1.7% | -2% | -8 | 22 | -28 | -4 | -5 | 1.4 | -1
Cc1c(Cl)cccc1NC(=O)CCCn1nc([N+](=O)[O-])cc1C | 0.8% | -8% | -9 | 2 | -3 | 2 | 3 | -0.2 | -3
Cc1ccc(S(=O)(=O)Nc2nc3n(n2)C(c2ccc(Cl)cc2)CC(=O)N3)cc1 (stereo unspecified) | 0.7% | -5% | 3 | 1 | nt | -2 | 4 | -0.2 | 6

(continued)
SMILES | RXFP1 agonist | Anesthetic bind | D1 antagonist | D1 agonist | D2 PAM | D1 potentiator | RXFP1 antagonist | TRHR ag | TRHR PAM
O=C(Nc1nc(-c2ccccc2)cs1)C1COc2ccccc2O1 (stereo unspecified) | -3.1% | -14% | 1 | 1 | -8 | -1 | -30 | 0.3 | 1
FC(F)(F)c1ccc(Oc2ccc3c(C(F)(F)F)cc(C(F)(F)F)nc3n2)cc1 | 1.8% | -8% | 1 | 3 | 1 | -3 | 1 | 0.4 | -7
N#CNC(=Nc1cccc(F)c1)SCc1ccccc1 | -0.1% | 8% | -4 | 14 | 0 | -7 | -1 | 1.6 | -4
O=C(CCSCCc1ccncc1)NCCCN1CCOCC1 | 0.1% | -5% | 2 | 3 | -1 | -2 | 1 | -0.1 | -4
CC1=C(C(=O)OC(C)C)C(c2cccs2)NC(=S)N1 (stereo unspecified) | 1.2% | 3% | 12 | 2 | 3 | -8 | -8 | -0.2 | -4
COCCN=c1scc(-c2cc(OC)c(OC)c(OC)c2)n1/N=C/c1c(C)[nH]c2ccccc12 | 4.4% | -5% | 4 | 0 | 0 | -1 | -16 | 0.8 | 0
CCn1ncc(C2=NOC(C(=O)Nc3cccc(C(C)=O)c3)C2)c1C (stereo unspecified) | -1.0% | -12% | -32* | 12 | -7 | -3 | -3 | 0.2 | -1
CC1(C)C2CCC1(C)C(OC(=O)C[n+]1ccccc1N)C2 (stereo unspecified) | -0.3% | -14% | -11 | 0 | 2 | -5 | -22 | 1.0 | 5
CC1(c2ccco2)NC(=O)NC1=O (stereo unspecified) | -3.2% | -1% | -10 | 1 | 5 | -1 | -5 | 0.3 | 6
COC(=O)c1ccsc1NC(=O)CS(=O)(=O)c1ccccc1 | 0.3% | nt | 7 | 1 | -12 | 2 | 12 | 0.4 | -12
O=C(NCc1ccccc1Cl)c1ccc2nnsc2c1 | 0.0% | -8% | 7 | 4 | -9 | 0 | -3 | -0.4 | -9
CCOC(=O)C1=C(N)OC2=C(C(=O)CC(C)(C)C2)C1c1ccc(C)s1 (stereo unspecified) | -3.8% | -15% | -7 | 6 | 2 | -1 | -62* | -0.4 | 0
CC1=CC(C)(C)NC(=S)N1c1ccccc1 | -0.1% | -24% | -24 | 0 | -1 | -3 | -1 | 0.2 | 2
COc1ccccc1Oc1nc2c(c(=O)n(Cc3ccccc3F)c(=O)n2C)n1C | 1.6% | -16% | -5 | 0 | 5 | 0 | -5 | -0.5 | 3
CCCOc1ccc(C(F)(F)F)cc1NC(=O)C1CC(=O)N(Cc2ccco2)C1 (stereo unspecified) | -1.8% | nt | -23 | 2 | 2 | 2 | 0 | -0.2 | -4
CN(Cc1c(F)cccc1Cl)c1ccc(S(=O)(=O)N2CCOCC2)cn1 | 2.1% | 114%[activator] | -15 | 1 | 8 | 10 | 4 | -0.4 | 0
COC(=O)C(C)Oc1ccc(-c2nccc(-c3ccc(F)cc3)n2)cc1 (stereo unspecified) | 6.0% | -1% | -2 | 8 | -6 | -3 | 4 | 0.8 | 3
COc1ccc(N2CCN(CC(=O)Nc3nc(C)cs3)CC2)cc1 | 0.0% | -10% | -41* | 2 | 2 | -1 | 0 | 1.9 | 6
Cc1nc(=O)c(-c2ccccc2)c(C)n1-c1cccc(/C=C/C(=O)O)c1 | -2.3% | 13% | 6 | 1 | -2 | 2 | 18 | 1.7 | 11
COc1ccc(C(CNC(=O)c2ccc(-c3nc4ccccc4s3)o2)N2CCCC2)cc1 (stereo unspecified) | -2.2% | nt | -1 | 2 | -30 | 10 | 3 | 0.4 | 6
Cc1cc(C)cc(OCCCn2c(-c3ccc(Cl)cc3)nc3ccccc3c2=O)c1 | 7.6% | -11% | 4 | 0 | 20 | 1 | -5 | 0.5 | 3
CCN(CC)CCNC(=O)/C(=N\O)c1ccccn1 | 0.7% | -5% | 3 | 1 | 18 | -1 | 1 | 0.2 | 2
O=C1N/C(=C\c2ccccc2)C(O)=C1C=NCc1ccccc1 | 0.1% | -1% | -6 | 2 | -1 | 3 | 1 | 0.3 | -3
CN(Cc1ccccc1)C(=O)c1ccccc1C(=O)O | -0.4% | -6% | -11 | 3 | 1 | -7 | 17 | -0.6 | 0
O=C(CNC(=O)c1ccco1)Nc1ccc(OC(F)F)cc1 | 1.2% | -4% | 6 | 3 | -2 | -6 | -4 | 0.5 | 50*
COc1ccc(CNC(=O)C2Cc3cc(S(=O)(=O)N4CCCC4)ccc3N2C(C)=O)c(OC)c1 (stereo unspecified) | -0.8% | -3% | 4 | 2 | -3 | -5 | -12 | 0.1 | -8
Cc1nc(Br)c(Br)c(C)c1Br | 2.0% | -3% | -31* | 5 | -15 | -9 | 20 | 1.1 | 1
C/C=C/c1ccc(OCCOc2ccc(C=O)cc2)c(OC)c1 | -0.1% | -13% | -4 | 3 | 2 | -2 | -3 | -0.7 | -3
CC(=O)OC1CC(C)(C)N(OC(=O)CCCN2C(=O)c3ccccc3C2=O)C(C)(C)C1 | 0.4% | -7% | -5 | 2 | 8 | -4 | 16 | 0.0 | 7
COc1ccc(/C=C/C(=O)NC(=S)Nc2ccc(S(N)(=O)=O)cc2)cc1 | 1.4% | -12% | -6 | 1 | 0 | 2 | -22 | 0.6 | -3
COCCCNC(=O)C1CCN(S(=O)(=O)c2c(C)noc2/C=C\c2ccc(OC)cc2)CC1 | 0.2% | -6% | 4 | 1 | -2 | 2 | 4 | 0.0 | 15

These rows are one share of the data; rates above refer to the full screens.
